GSTO1 inh: inhibitors of recombinant GSTO1, primary screen, counter-screen for RBBP9 inhibitor project, biochemical, fluorescence polarization; activity-based probe fluorescence polarization; Glutathione S-transferase omega-1 (Homo sapiens), P78417; actives 1.1% (n = 300,000); inhibition, % at 5.96 µM;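 active = inhibition above the campaign mean inhibition plus 3 SD, cut at about 35% in these data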;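 note: 0% = GSTO1-1 with DMSO and 100% = wells lacking GSTO1-1 enzyme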
PME-1 primary: PME-1 inhibitors via competitive probe labeling, primary screen, biochemical, fluorescence polarization, FP-Rh probe, HTS. Protein phosphatase methylesterase 1 (Homo sapiens), Q9Y570. recombinant PME-1. inhibition, % at 5.9 µM. actives 0.53% (n = 320,000). AID 2130, 2009;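 active = inhibition above the campaign mean of all compounds plus 3 SD, cut at about 26% in these data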;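 note: competitive labeling of PME-1 active site by serine hydrolase directed probe; 0% = PME-1 with DMSO and 100% = wells lacking PME-1 enzyme; inhibitors block probe labeling so polarization falls and inhibition rises; many of its hits are not listed in these tables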
PAFAH1B3 inh: PAFAH1B3 enzyme inhibitors, primary screen, biochemical, fluorescence polarization, human; recombinant PAFAH1B3, FP-rhodamine probe; inhibition, % at 3.39 µM; AID 492972, 2010; actives 0.28% (n = 340,000);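 active = inhibition above the screen-wide average of all tested compounds plus 3 SD, cut at about 25% in these data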;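 note: 0% = enzyme with DMSO only and 100% = wells lacking PAFAH1B3 protein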
Target sequence (Q15102 whole entry, looked up): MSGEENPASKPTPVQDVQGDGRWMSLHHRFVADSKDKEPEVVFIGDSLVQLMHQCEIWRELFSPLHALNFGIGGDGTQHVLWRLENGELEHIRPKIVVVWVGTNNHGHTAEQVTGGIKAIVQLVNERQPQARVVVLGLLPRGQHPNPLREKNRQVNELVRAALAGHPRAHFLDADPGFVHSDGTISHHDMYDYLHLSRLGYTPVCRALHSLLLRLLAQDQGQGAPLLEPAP
PREPL inh: PREPL enzyme inhibitors, primary screen, biochemical, fluorescence polarization; recombinant PREPL, fluorescence polarization activity-based probe; inhibition, % at 5.96 µM; actives 0.68% (n = 320,000); AID 2751, 2010; in the data active = inhibition above about 43%;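 note: 0% = enzyme with DMSO and 100% = wells lacking enzyme; many of its hits are not listed in these tables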
LYPLA2 inh: LYPLA2 inhibitors, primary screen, counter-screen for PME1 inhibitor project, biochemical, fluorescence polarization, FP-Rh probe ABPP. inhibition, % at 5.9 µM. Acyl-protein thioesterase 2 (Homo sapiens), O95372. recombinant LYPLA2. actives 0.38% (n = 320,000);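 active = inhibition above the screen-wide mean plus 3 SD, limit set per campaign, cut at about 26% in these data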;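 note: 0% = LYPLA2 with DMSO and 100% = wells lacking LYPLA2 enzyme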
LYPLA1 inh: LYPLA1 inhibitors, primary screen, counter-screen for PME1 inhibitor project, biochemical, fluorescence polarization, FP-Rh probe ABPP; Acyl-protein thioesterase 1 (Homo sapiens), O75608; recombinant LYPLA1; inhibition, % at 5.9 µM; actives 0.16% (n = 320,000); AID 2174, 2009;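 active = inhibition above the mean of all tested compounds plus 3 SD, set per campaign, cut at about 14% in these data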;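 note: inhibitors block serine hydrolase probe labeling of LYPLA1 so polarization falls; 0% = enzyme with DMSO and 100% = wells lacking LYPLA1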
Target sequence (O75608 whole entry, looked up): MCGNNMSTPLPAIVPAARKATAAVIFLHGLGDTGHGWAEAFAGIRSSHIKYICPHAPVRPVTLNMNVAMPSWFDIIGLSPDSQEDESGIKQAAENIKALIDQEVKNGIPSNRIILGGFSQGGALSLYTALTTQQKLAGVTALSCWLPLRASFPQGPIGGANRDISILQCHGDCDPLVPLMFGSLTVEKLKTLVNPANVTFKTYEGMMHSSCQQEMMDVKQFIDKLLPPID
pPAFAH FP inh: pPAFAH enzyme inhibitors, primary screen, biochemical, fluorescence polarization, human; inhibition, % at 3.39 µM; recombinant pPAFAH, FP-rhodamine probe fluorescence polarization; AID 463082, 2010; actives 1.5% (n = 330,000); Platelet-activating factor acetylhydrolase (Homo sapiens), Q13093;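 active = inhibition above the mean inhibition across the screen plus 3 SD, cut at about 25% in these data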;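 note: inhibitors block binding of the rhodamine activity-based probe so polarization drops; 0% = enzyme with DMSO and 100% = wells lacking pPAFAH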
PAFAH1B2 inh: PAFAH1B2 enzyme inhibitors, primary screen, biochemical, fluorescence polarization, human | Platelet-activating factor acetylhydrolase IB subunit alpha2 (Homo sapiens), P68402 | recombinant PAFAH1B2, FP-rhodamine activity probe | inhibition, % at 3.39 µM | actives 1.2% (n = 340,000);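 active = inhibition above the mean of all tested compounds plus 3 SD, cut at about 24% in these data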;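 note: 0% = enzyme with DMSO and 100% = wells lacking PAFAH1B2; many of its hits are not listed in these tables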
PAD4 FP inh: human PAD4 inhibitors, primary screen, biochemical, fluorescence polarization, 1536-well format | actives 0.41% (n = 330,000) | AID 485272, 2010 | Protein-arginine deiminase type-4 (Homo sapiens), Q9UM07 | inhibition, % at 6.36 µM | recombinant PAD4, RCA probe fluorescence polarization;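 active = percent inhibition above a cutoff equal to the mean of all tested compounds plus 3 SD, cut at about 15% in these data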;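 note: 0% = PAD4 with RCA probe and DMSO and 100% = probe without PAD4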
Target sequence (Q9UM07 whole entry, looked up): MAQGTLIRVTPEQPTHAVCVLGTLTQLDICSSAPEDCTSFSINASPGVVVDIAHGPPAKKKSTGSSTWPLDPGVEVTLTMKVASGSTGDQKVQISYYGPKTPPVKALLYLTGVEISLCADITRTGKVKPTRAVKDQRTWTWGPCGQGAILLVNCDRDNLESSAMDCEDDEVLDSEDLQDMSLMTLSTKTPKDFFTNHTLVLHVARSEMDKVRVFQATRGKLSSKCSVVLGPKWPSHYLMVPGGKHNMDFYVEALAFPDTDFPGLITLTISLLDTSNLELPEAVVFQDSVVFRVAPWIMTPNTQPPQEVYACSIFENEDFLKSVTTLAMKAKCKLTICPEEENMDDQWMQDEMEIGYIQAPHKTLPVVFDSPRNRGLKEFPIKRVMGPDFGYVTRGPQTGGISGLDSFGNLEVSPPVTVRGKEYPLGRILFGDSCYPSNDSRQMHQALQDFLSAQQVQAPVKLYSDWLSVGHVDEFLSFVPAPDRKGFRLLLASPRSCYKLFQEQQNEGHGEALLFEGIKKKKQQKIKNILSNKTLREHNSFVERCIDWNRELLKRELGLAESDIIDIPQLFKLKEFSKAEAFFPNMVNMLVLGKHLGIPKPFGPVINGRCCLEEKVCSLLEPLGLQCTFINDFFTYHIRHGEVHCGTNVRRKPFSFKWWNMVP
* marks the source's active call; other numbers are inactive results; . = no result given.

SMILES	GSTO1 inh	PME-1 primary	PAFAH1B3 inh	PREPL inh	LYPLA2 inh	LYPLA1 inh	pPAFAH FP inh	PAFAH1B2 inh	PAD4 FP inh
CCc1nnc(NC(=O)CSc2ncc(-c3ccccc3)n2C)s1	8	3	1	16	-1	2	5	7	-1
COc1ccc(CCNC(=O)COC(=O)c2cc(S(=O)(=O)NCc3ccccc3)ccc2O)cc1OC	3	4	5	8	-1	0	15	9	1
COc1ccc(C(=O)NNC(=O)CSc2ccccc2)cc1	21	-6	8	1	-14	2	-7	8	3
c1ccc(CN2CCOCCOCCOCCOCC2)cc1	17	-7	13	1	6	0	-1	3	4
Cc1ccc(S(=O)(=O)N=Nc2c(O)[nH]c3ccccc23)cc1	0	5	8	2	-4	-2	-3	7	-1
O=C(CS(=O)(=O)c1cn(Cc2ccc(F)cc2)c2ccccc12)N1CCCCC1	1	-3	10	-6	4	5	3	21	4
O=C(CN1CCN(S(=O)(=O)c2ccc(F)c(F)c2)CC1)Nc1ccccc1C(=O)NC1CC1	.	3	5	0	3	-1	2	-1	0
CCOC(=O)C(C)Oc1cc(Cl)c(C=O)cc1OC (centres undefined)	0	0	1	1	-5	-5	5	4	0
COc1ccc(CC(=O)NNC(=O)c2cnccn2)cc1	4	0	1	4	3	-3	5	2	0
Cc1cc(NS(=O)(=O)c2ccc(NC(=O)c3cc(-c4ccccc4Cl)nc4ccccc34)cc2)no1	-5	3	3	2	7	2	0	-4	-2
COc1ccc(-c2cc3nc(C)cc(NCCO)n3n2)cc1	3	-9	-5	5	0	-1	-2	-2	4
CCOC(=O)[C@@H]1[C@H]2COc3ccccc3[C@@H]2N2C(=O)N(c3ccc(Cl)cc3)C(=O)[C@]12C	7	2	2	-40	0	6	6	4	1
O=C(NCCCN1CCCC1)c1ccc2c(c1)N(Cc1ccc(F)cc1)C(=O)c1ccccc1S2=O (centres undefined)	-5	-2	4	22	1	0	-4	-3	-1
Cc1nc([N+](=O)[O-])cn1CC(=O)c1ccc(F)cc1	-5	-3	1	2	7	-1	3	6	-1
O=C(CN1C(=O)COc2ccc(Cl)cc21)Nc1ccc2c(c1)OCCO2	-2	1	4	11	4	-3	-4	-3	0
COc1ccc2[nH]c(C(=O)N/N=C/c3cc(OC)c(OC)c(OC)c3)cc2c1	-8	23	8	25	-1	0	6	16	-11
COc1ccc(NC(=O)Cn2c(=O)n(CCC(=O)NCC3CCCO3)c(=O)c3cc(OC)c(OC)cc32)cc1 (centres undefined)	-4	-3	-1	9	-2	-1	3	2	-5
COCCN(C(=O)C1CCC1)c1c(N)n(CC(C)C)c(=O)[nH]c1=O	.	1	-1	3	4	-2	-1	1	-2
COc1ccc(CCNCCC(=O)Nc2c(C)cc(C)cc2C)cc1OC	-1	-1	10	-7	4	0	3	1	1
Cc1c(C)n(C)c2ccc(C(=O)Nc3cccc4ccccc34)cc12	-4	5	-2	6	-1	-9	8	5	-1
Cn1cc(Cl)c(C(=O)Nc2nc3ccc([N+](=O)[O-])cc3s2)n1	2	1	0	14	-3	-6	-8	-1	-7
COc1cc(-c2nc3ccc(C)cn3c2NCc2ccccc2)ccc1-c1cccc(Cl)c1	.	.	6	29	.	.	30*	0	3
CC1(C)Cc2cccc(OCC(=O)NCCc3ccccc3)c2O1	-2	-3	3	3	-1	1	2	1	-7
COc1ccc(C(=O)N2CCCC2)cc1	5	4	-6	11	-6	-1	-3	-2	-4
O=C(NCc1nnc(SCC(=O)N2CCc3ccccc32)o1)c1cccs1	11	-12	1	0	7	1	-4	10	-2
CCOC(=O)C1C2C=CC3(CN(c4ccccc4CC)C(=O)C13)O2 (centres undefined)	4	-6	1	3	-3	1	-6	4	-3
Cc1cnc(C(=O)OCC(=O)c2cccc3ccccc23)cn1	12	0	3	6	-2	-2	11	5	1
Cn1nnnc1SCC(=O)Nc1ccccc1N1CCCCC1	3	0	0	8	-6	2	0	22	2
Cc1c(C(=O)O)cccc1-n1c(C)cc(/C=N/NC(=O)c2cc3ccccc3o2)c1C	6	-11	13	7	7	-1	6	3	-3
Cc1ccccc1C(=O)NNc1ncnc2c1cnn2C	2	-3	8	0	4	-3	4	4	0
O=C(COC(=O)c1ccncc1)NCCCc1ccccc1	-2	4	0	-2	7	4	12	-1	-2
CCCCS(=O)(=O)N1CN(S(=O)(=O)CCCC)C2NC(=O)NC21 (centres undefined)	3	-3	-6	8	1	-2	1	4	4
O=C(COC(=O)C1CC(=O)N(Cc2ccccc2)C1)c1ccc(F)cc1 (centres undefined)	5	1	9	1	-1	0	11	2	0
O=C(NCCCc1ccc(F)cc1)C1CCC(=O)N(CCN2CCOCC2)C1 (centres undefined)	6	-1	5	24	17	3	5	6	2
CCCCn1nnc(NC(=O)c2ccc(-c3ccccc3[N+](=O)[O-])o2)n1	5	-5	5	-3	0	0	6	2	-4
Clc1cccc(CN2CCN(c3nc4nonc4nc3NC3CC3)CC2)c1	5	5	0	-38	5	-3	0	0	-3
O=C(CCNS(=O)(=O)c1ccc(Br)s1)NC1CCCC1	5	1	2	6	-1	0	-3	13	4
CCc1nn2c(=O)cc(COC(=O)c3cc(Cl)c(OC)c(OC)c3)nc2s1	.	1	7	-5	11	-2	3	1	-2
CC(=NNC(=O)c1cc(C)oc1C)c1ccc(Br)s1	.	.	9	30	.	.	1	-3	1
S=C(Nc1ccccc1)Nc1cc(Cl)ccc1Oc1ccccc1	6	-1	-4	-5	-8	-6	2	-2	-3
CCCSc1nc(C)c(CC(=O)O)c(=O)[nH]1	3	1	0	-1	12	2	3	1	-2
Cc1nc(SCC(=O)N2CCC(C(N)=O)CC2)n[nH]1	-5	2	4	10	0	1	2	-5	-3
Cn1c(=O)[nH]c(=O)c2c1nc(SCCO)n2Cc1ccccc1Cl	8	0	12	-13	0	-1	1	3	2
COc1ccccc1NC(=O)Cc1nnc(SCC(=O)NC2=NCCS2)n1C	3	2	6	5	-2	0	-1	8	4
NC(=O)c1oc2ccccc2c1NC(=O)c1ccc(F)cc1	-5	-8	0	-3	-1	0	0	2	4
CC(C)CN1C(=O)NC(NC(=O)c2cccnc2)(C(F)(F)F)C1=O (centres undefined)	-2	-2	9	1	1	0	7	6	-1
COc1cc(Cl)c(C)cc1NC(=O)CN1CCCCCC1	-1	-2	-7	1	11	3	5	7	-6
COC(=O)CN(c1ccccc1OC)S(=O)(=O)c1ccccc1	5	3	0	12	9	3	11	2	2
O=C(CC1C(=O)NCCN1Cc1cccc(F)c1)NC1CCCCC1 (centres undefined)	1	0	3	5	0	2	3	10	2
Cc1ccc(NC(=O)CCc2nc3sc4c(c3c(=O)[nH]2)CCCC4)c(Br)c1	6	-10	6	-41	-5	-4	-1	-2	0
O=C1CC(SC(=Nc2ccccc2)Nc2ccccc2)C(=O)N1c1ccc(Cl)c(Cl)c1 (centres undefined)	-10	-77	-36	-5	-69	-47	0	-35	0
CCCCOC(=O)Cn1c(=O)n(CC(=O)OCCCC)c2ccccc21	-3	2	5	25	2	3	6	0	3
COc1cc(N(C)C)c([N+](=O)[O-])cc1C(=O)N1CCN(Cc2ccccc2)CC1	-2	-1	5	4	3	0	-7	-1	3
Cc1cc(C(=O)NNC(=O)COc2c(C)cc(Br)cc2C)n[nH]1	3	-4	2	-8	-8	-6	5	5	-12
CCN(CC(=O)Nc1ccc2c(c1)OCCO2)C(=O)/C=C/c1ccc(OC)c(OC)c1	7	-1	6	-4	-7	-4	3	-1	1
O=C(O)C[C@]1(C(=O)Nc2ccc(F)cc2)CC(/C=C/c2ccccc2)=NO1	-3	-1	6	-3	-1	-3	-1	10	-6
Fc1cccc(Cn2ccc(-c3ccc4c(c3)OCO4)n2)c1	1	1	8	-1	3	2	1	-2	-2
C[C@H](CO)N1C[C@H](C)[C@@H](CN(C)C(=O)Nc2ccc(C(F)(F)F)cc2)Oc2c(NS(=O)(=O)c3ccc(F)cc3)cccc2C1=O	.	.	1	18	.	.	9	22	1
Cc1cc(NC(=O)C(C)C)ncc1NC(=O)c1ccco1	6	1	9	8	5	5	1	5	0
CC1CCc2nn(CC(=O)N3CCc4ccccc43)cc2C1 (centres undefined)	1	-1	0	2	5	-1	-2	3	8

Entries of single compounds as entered above. Values in the order: GSTO1 inh, PME-1 primary, PAFAH1B3 inh, PREPL inh, LYPLA2 inh, LYPLA1 inh, pPAFAH FP inh, PAFAH1B2 inh, PAD4 FP inh
CC(C)CN1C(=O)NC(NC(=O)c2cccnc2)(C(F)(F)F)C1=O (centres undefined) is listed as -2, -2, 9, 1, 1, 0, 7, 6, -1
C[C@H](CO)N1C[C@H](C)[C@@H](CN(C)C(=O)Nc2ccc(C(F)(F)F)cc2)Oc2c(NS(=O)(=O)c3ccc(F)cc3)cccc2C1=O is listed as ., ., 1, 18, ., ., 9, 22, 1
COc1cc(Cl)c(C)cc1NC(=O)CN1CCCCCC1 is listed as -1, -2, -7, 1, 11, 3, 5, 7, -6

New compounds follow.
SMILES	GSTO1 inh	PME-1 primary	PAFAH1B3 inh	PREPL inh	LYPLA2 inh	LYPLA1 inh	pPAFAH FP inh	PAFAH1B2 inh	PAD4 FP inh
CCc1ccc(-c2nnn(Cc3nn[nH]n3)n2)cc1	6	2	8	11	-4	-3	-2	1	-2
COc1ccc(-c2nc3ccccc3n2OC(C)C(=O)O)cc1 (centres undefined)	6	-4	8	9	-6	-2	-8	6	2
Cc1ccc(-c2nn[nH]n2)cc1Cl	-1	-7	4	-11	0	-2	-7	9	0
CCC(C(=O)NCCCN1CCN(C)CC1)n1nc(C)c2sc3ccccc3c2c1=O (centres undefined)	-5	-15	14	8	6	4	-1	-2	1
C/C(=N/OC(=O)c1c(-c2c(F)cccc2Cl)noc1C)c1cnccn1	5	7	9	0	-3	0	2	0	-6
COc1ccc(-c2cn[nH]c2-c2ccc(O)cc2O)cc1	3	-5	-10	-10	2	0	8	4	-8
Cc1csc(NC(=O)NC2(C(F)(F)F)Oc3ccccc3O2)n1	28	0	6	14	-4	-3	-2	6	-12
C/C(=C\C(=O)c1ccccc1)NCc1ccc(F)cc1	1	5	9	13	0	2	-1	-1	-2
COc1ccc(CNC(=O)CSc2ncnc3ccccc23)cc1OC	1	-3	4	12	-6	0	-1	3	0
Cc1nn(C)c(C(=O)Sc2ccccc2)c1[N+](=O)[O-]	7	3	4	1	2	2	3	7	2
COc1cc(C(=O)CSc2nnc(-c3ccc(O)cc3)n2CC2CCCO2)ccc1NC(C)=O (centres undefined)	2	0	2	6	4	1	2	3	-3
O=C(c1nc2ccc(Cl)cn2c1CN1CCC(CO)CC1)N1CCc2ccccc2C1	-3	0	15	19	0	1	3	3	2
Cc1oc(-c2ccccc2Cl)nc1CS(=O)CC(=O)N1CCN(c2ccccc2)CC1 (centres undefined)	3	-1	9	-27	0	-2	2	6	3
COC(=O)CSc1ncnc2c1cnn2Cc1ccccc1	-14	-4	4	-6	3	2	5	5	1
COc1ccc(/C=C(/NC(=O)c2ccccc2)C(=O)N2CCC(C)CC2)cc1	1	-6	-1	-2	-8	0	-2	2	-4

Source: PubChem BioAssay

Only part of the results is shown; rates above refer to the full screens.
